POLI inh – qHTS for Inhibitors of Polymerase Iota; DNA polymerase iota (Homo sapiens), Q9UNA4; Pol iota fluorescent replication assay, 10 min; Potency, µM (highest dose often 115 µM), without a hit: top-dose activity, negative = inhibition, hits mostly inhibitors; hit rate 1% among 390,000; AID 588590, 2011; also: potency is read from the fitted curve at half-maximal effect
Target sequence (Q9UNA4 whole entry, looked up): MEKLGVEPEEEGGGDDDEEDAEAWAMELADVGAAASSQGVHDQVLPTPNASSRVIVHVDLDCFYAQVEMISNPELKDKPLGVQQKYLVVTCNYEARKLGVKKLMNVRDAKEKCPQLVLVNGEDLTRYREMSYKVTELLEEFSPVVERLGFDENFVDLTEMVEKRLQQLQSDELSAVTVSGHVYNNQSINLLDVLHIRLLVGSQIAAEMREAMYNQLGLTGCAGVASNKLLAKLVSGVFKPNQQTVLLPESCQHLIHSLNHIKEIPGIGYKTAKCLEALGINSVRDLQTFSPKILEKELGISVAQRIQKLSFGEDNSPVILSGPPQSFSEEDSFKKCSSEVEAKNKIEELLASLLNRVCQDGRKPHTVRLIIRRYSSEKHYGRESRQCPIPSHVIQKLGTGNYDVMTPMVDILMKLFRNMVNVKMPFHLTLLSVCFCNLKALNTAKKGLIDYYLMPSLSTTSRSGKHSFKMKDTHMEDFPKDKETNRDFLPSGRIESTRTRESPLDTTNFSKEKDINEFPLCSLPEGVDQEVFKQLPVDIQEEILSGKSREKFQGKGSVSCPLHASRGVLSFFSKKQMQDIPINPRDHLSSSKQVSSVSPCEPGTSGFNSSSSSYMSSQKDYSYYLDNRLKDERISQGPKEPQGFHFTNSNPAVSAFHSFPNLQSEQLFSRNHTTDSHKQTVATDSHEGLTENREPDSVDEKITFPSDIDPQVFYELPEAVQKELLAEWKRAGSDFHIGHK
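Fluorescent replication assay read twice, at 0 min and 10 min after adding 50 nM (final) substrate. Enzyme (10 nM) and compounds were first incubated 15 min at room temperature; enzyme-free buffer wells were negative controls.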
ERG-DNA inh – qHTS for Small Molecule Inhibitors of the ERG Ets/DNA interaction; Transcriptional regulator ERG (Homo sapiens), P11308; fluorescence polarization, His-ERG Ets domain / labelled DNA; Potency, µM (series often up to 76.9 µM), inactives show at the top dose FP activity, negative = inhibition, actives largely listed as inhibitors; hit rate 0.028% among 370,000; AID 624246, 2012; active = well fitted inhibition curve with a large enough effect in the polarisation, with a control signal flat; inconclusive = small, poorly fitted or top-dose-only effect, or effect the other way, or a change in a side signal; inactive = no such curve, though single readings can be large or run the other way; the % refers to the polarisation;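 also: polarization taken with two DNA probes labelled with fluorescein and Texas red; potency is read from the fitted curve at half-maximal effect; % of control where 0% means no effect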
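His-tagged ERG Ets domain (1 uM in the protein solution; 300mM KCl, 50mM Tris-HCl, 1mM EDTA, 1mM DTT, pH 7.5) received compound, then a probe mix of 5 nM fluorescein-DNA and 100nM Texas-615-DNA. Fluorescence polarization was read for both dyes.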
12-LOX inh – Primary qHTS assay for inhibitors of human arachidonate 12S-lipoxygenase (ALOX12): Round 2. AID 1671190, 2021. hit rate 1.1% among 580,000. Potency, µM (highest dose often 108 µM), without a hit: at the highest dose activity change, negative = inhibition, actives largely listed as inhibitors. Polyunsaturated fatty acid lipoxygenase ALOX12 (Homo sapiens), P18054. purified 12hLO, xylenol orange hydroperoxide absorbance; also: potency is read from the fitted curve at half-maximal effect; % is scaled to controls: 0 for no effect and ±100 for the full control effect
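Purified human 12hLO (150 nM final) in 25 mM Hepes, 0.01% Triton X-100, pH 7.0 was preincubated 15 min at room temperature with compound. Then 40 uM arachidonic acid was added, 30 min. Hydroperoxide was read by Fe-XO absorbance ratio 573/405 nm.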
TRHR ag – qHTS for Small Molecule Agonists and Allosteric Enhancers of Human TRH Receptor: Primary Screen for Agonists | TRHR cells, calcium flux fluo-8, FDSS agonist mode | activation, % at 2 µM | hit rate 0.18% among 360,000; in the data active = activation above about 30%; also: 0% is about no effect
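Fluo-8-loaded TRHR cells; 10 s baseline, compound added, kinetic Ca2+ fluorescence read 1/s, agonist mode.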
APEX1 inh – qHTS Assay for Inhibitors of the Human Apurinic/apyrimidinic Endonuclease 1 (APE1) | DNA repair nuclease/redox regulator APEX1 (Homo sapiens), P27695 | recombinant APE1, TAMRA/BHQ-2 abasic DNA cleavage fluorescence | Potency, µM (titrated, usually from 65.8 µM), inactives show top-dose activity change, negative = inhibition, actives largely listed as inhibitors | hit rate 0.35% among 350,000 | AID 2517, 2012;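 also: potency is read from the fitted curve at half-maximal effect; plate controls were vehicle for no effect and reference inhibitor for full effect; nearly all actives have a fitted effect of over 55% in size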
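APE1 at 0.75 nM preincubated 15 min at room temperature with compound. Reaction then started with 50 nM double-stranded THF-abasic substrate labelled with TAMRA/BHQ-2, and 525/598 nm fluorescence read kinetically. Activity taken as third-minus-first read difference, normalized to DMSO and NSC13755 controls.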
Apoferritin bind – qHTS Assay for Identification of Novel General Anesthetics; apoferritin/1-aminoanthracene competitive binding, fluorescence; Potency, µM (titrated, usually from 77.5 µM), inactives show at the highest dose activity change, negative = displacement, most hits filed as inhibitors; hit rate 0.074% among 350,000; also: potency is read from the fitted curve at half-maximal effect; % is scaled to controls: 0 for no effect and ±100 for the full control effect; nearly all actives have a fitted effect of over 20% in size
Target sequence (P02791 2-175 limits assumed): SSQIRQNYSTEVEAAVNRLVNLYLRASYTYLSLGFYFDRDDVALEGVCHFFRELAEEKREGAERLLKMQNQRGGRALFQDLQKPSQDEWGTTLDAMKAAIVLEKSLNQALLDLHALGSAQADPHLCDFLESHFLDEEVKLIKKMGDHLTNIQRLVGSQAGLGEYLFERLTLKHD
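Apoferritin-based anesthetic binding model; compound displacement of fluorescent 1-AMA measured as endpoint fluorescence after 10 minutes at room temperature, scaled to free-ligand and complex controls.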
Pol kappa inh – qHTS for Inhibitors of Polymerase Kappa; DNA polymerase kappa (Homo sapiens), Q9UBT6; AID 588579, 2011; purified Pol kappa, fluorescent DNA synthesis assay, 10 min; Potency, µM (doses to about 107 µM), for inactives: at the highest dose activity, negative = inhibition, actives largely listed as inhibitors; hit rate 0.53% among 400,000; also: potency is read from the fitted curve at half-maximal effect; % is scaled to controls: 0 for no effect and ±100 for the full control effect
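Pol kappa 10 nM + cpd, 15 min RT; start w/ substrate 50 nM final; fluorescence kinetic read, 0 and 10 min. Neg ctrl: buffer, no enzyme.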
BLM helicase inh – qHTS Assay for Inhibitors of Bloom's syndrome helicase (BLM); recombinant BLM DNA unwinding, fluorescence dequenching; Potency, µM (highest dose often 56.1 µM), inactives show at the highest dose activity change, negative = inhibition, actives largely listed as inhibitors; hit rate 0.2% among 350,000;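 also: potency is read from the fitted curve at half-maximal effect; plate controls were vehicle for no effect and no enzyme for full effect; nearly all actives have a fitted effect of over 35% in size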
Pol beta inh – qHTS Assay for Inhibitors of DNA Polymerase Beta. Pol beta primer extension/strand displacement, fluorescence kinetic. Potency, µM (highest dose often 114 µM), for inactives: at the highest dose activity change, negative = inhibition, most hits filed as inhibitors. AID 485314, 2010. P06746. hit rate 1.3% among 340,000; also: potency is read from the fitted curve at half-maximal effect; % is scaled to controls: 0 for no effect and ±100 for the full control effect
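10 nM enzyme + cpd, 15 min RT; start with substrate 50 nM final; read 0 min and after 10 min RT. Corrected, normalized data; 4-parameter Hill curve fit.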
An asterisk follows results filed as active; ? = inconclusive; . = not tested or not shown; & = joins results of further samples; [ ] = another dose, or the depositor's remark. Unless noted, calls follow the shape of the dose curve; as a rule, active = well fitted curve in the direction sought with a large enough effect; inconclusive = small, poorly fitted or top-dose-only effect, or another doubt; inactive = no such curve, though single readings can be large; an effect the other way counts as inactive or inconclusive.

SMILES	POLI inh	ERG-DNA inh	12-LOX inh	TRHR ag	APEX1 inh	Apoferritin bind	Pol kappa inh	BLM helicase inh	Pol beta inh
O=C(CN(Cc1ccccc1Cl)C(=O)c1csnn1)NCc1ccc2c(c1)OCO2	13.3%	7.0%	?	-0.4	51.1%	2.3%	-2.6%	-0.8%	-22.4%
COc1ccc(NC(=O)c2ccco2)cc1NC(=O)COc1ccccc1Cl	?	-5.3%	-24.0%	-0.2	.	-18.0%	2.9%	-6.7%	10.6%
Cc1c(C(=O)N/N=C/c2ccc(N3CCOCC3)cc2)nc2ccccn12	24.2%	-1.5%	6.9%	0.5	-0.4%	6.7%	-7.6%	-0.5%	-11.4%
Cc1cccc(N2CCCn3c2nc2c3c(=O)n(CC(=O)OCc3ccccc3)c(=O)n2C)c1	.	.	-4.3%	-0.3	-4.5%	-5.2%	.	0.1%	0.7%
Cc1ccc(NNC(=O)CCc2ccccc2)c(C)c1	10.7%	-10.7%	?	0.1	3.8%	4.1%	-7.1%	-1.5%	-1.5%
Cc1ccc(NC(=O)C(=O)NCC(c2ccc3c(c2)OCO3)N2CCN(C)CC2)cc1C (stereo not drawn)	14.3%	2.6%	-23.3%	0.9	.	-1.3%	-3.7%[60.1 µM]	-4.7%	4.1%
CCc1ccc(NC(=O)Nc2cccs2)cc1	-15.3%	-6.6%	0.0%	0.6	1.1%	-23.9%	-12.7%	-29.7%	?
COc1ccc(CCNC(=O)COC(=O)c2ccc(C)s2)cc1	17.0%	.	8.2%	0.2	-1.2%	.	-3.2%	.	.
CC(C)(C)N(Cc1ccccc1)C(=O)COC(=O)c1ccccc1SCC(=O)N1CCCC1	24.2%	-9.9%	2.4%	0.2	4.2%	.	-10.6%	.	.
Cc1cccc(NC(=O)CCC(=O)N2CCOCC2)n1	-19.8%	-1.4%	-6.4%	0.7	27.8%	.	10.5%	.	.
O=C(CCC1CCCN(C(=O)CC2=CCCCC2)C1)N1CCN(c2ccccn2)CC1 (stereo not drawn)	67.8%[activator]	-5.3%	-10.8%	-3.8	13.8%	-16.8%	4.1%	-1.8%	2.5%
CC(C)(C)[C@H]1C=C(C(=O)NCc2ccccc2)O[C@@H](OCc2ccc(CO)cc2)C1	-22.3%	2.9%	3.5%	-0.4	-1.2%	-17.9%	3.9%	-5.5%	6.2%
O=C(CSc1ncc2c(n1)-c1cc(Cl)ccc1N(Cc1ccccc1)S2(=O)=O)NCCc1ccccc1	6.2%	-5.2%	-28.9%	-0.7	.	-14.2%	5.8%	6.0%	-0.9%
COc1ccc(Cl)cc1NC(=O)Cn1nc(C(F)(F)F)c2c1CCCC2	13.9%	-1.0%	0.0%	0.6	.	35.9%[activator]	-16.0%	-14.0%	?
O=C(CSCc1c(Cl)cccc1Cl)Nc1ccccc1-c1ccccc1	146.5%[activator]	-6.3%	-8.8%	0.4	1.0%	-0.7%	1.8%	-6.7%	9.8%
C#CC[N+]1(CC#Cc2ccc(C#CC[N+]3(CC#C)CCOCC3)cc2)CCOCC1	-8.4%	-1.2%	.	0.2	1.2%	-0.3%	-7.3%	65.9%[activator]	50.3%
Cc1cccc(C(=O)Nc2nc3ccc(S(C)(=O)=O)cc3s2)c1	7.4%	2.1%	-16.1%	-1.6	4.2%	-8.6%	17.4%	-4.8%	12.3%
CCOC(=O)N1CCN(C(=O)c2nc3ccccc3s2)CC1	6.3%	-6.6%	31.1%[activator]	0.1	-2.4%	-6.9%	-4.1%	-8.4%	3.6%
CC(C)(C)OC(=O)N1CCC(CNC(=O)c2cccs2)CC1	67.4%[activator]	6.7%	0.0%	0.2	-2.5%	-0.3%	-1.6%	2.1%	-1.5%
O=C(Cn1ccccc1=O)NCc1ccc(F)cc1	50.8%[activator]	-1.1%	-16.1%	0.4	17.1%	4.2%	4.7%	-1.3%	-14.6%
COc1cccc(C(=O)NNC(=O)c2ccc3ccccc3c2O)c1	?	-7.4%	268.1%[activator]	.	.	.	-13.0%	.	.
CC(=O)c1ccc(NC(=O)CSc2nnc(-c3ccncc3)o2)cc1	28.6%	-0.4%	2.5%	0.3	3.4%	.	-3.7%	.	.
CCn1c(C)cc(=O)cc1-c1ccc(Cl)cc1	39.3%[activator]	3.8%	5.4%	2.0	47.8%[activator]	0.4%	-15.6%	-1.4%	16.1%
Cc1ccc(-c2nnc(N(C)C(=O)C3CCCO3)s2)cn1 (stereo not drawn)	-18.3%	-4.9%	?	0.3	8.2%	-9.5%	1.5%	-2.5%	8.5%

Among those listed so far, three have an aryl thioether with sulfur outside any ring:
SMILES	POLI inh	ERG-DNA inh	12-LOX inh	TRHR ag	APEX1 inh	Apoferritin bind	Pol kappa inh	BLM helicase inh	Pol beta inh
CC(C)(C)N(Cc1ccccc1)C(=O)COC(=O)c1ccccc1SCC(=O)N1CCCC1	24.2%	-9.9%	2.4%	0.2	4.2%	.	-10.6%	.	.
O=C(CSc1ncc2c(n1)-c1cc(Cl)ccc1N(Cc1ccccc1)S2(=O)=O)NCCc1ccccc1	6.2%	-5.2%	-28.9%	-0.7	.	-14.2%	5.8%	6.0%	-0.9%
CC(=O)c1ccc(NC(=O)CSc2nnc(-c3ccncc3)o2)cc1	28.6%	-0.4%	2.5%	0.3	3.4%	.	-3.7%	.	.

Going on with the list:
SMILES	POLI inh	ERG-DNA inh	12-LOX inh	TRHR ag	APEX1 inh	Apoferritin bind	Pol kappa inh	BLM helicase inh	Pol beta inh
Cc1cc(C)c(O)c(CN(C)Cc2cc(Cl)cc(Cl)c2O)c1	69.7%[activator]	-10.3%	39.8µM*	.	.	.	-29.1%	.	.
NC(=O)C1CC(=O)N(c2ccc(OCC(=O)Nc3ccc(F)cc3)cc2)C1 (stereo not drawn)	0.7%	-3.6%	-1.7%	0.5	5.6%	.	-12.6%	.	.
Cc1cccc(/C=N\NC(=O)c2csnn2)c1	?	-0.2%	-6.6%	0.4	-6.6%	-2.8%	-5.1%	-11.7%	-6.0%
Cc1cccc(C)c1N1CCN(S(=O)(=O)N(C)C)CC1	45.8%[activator]	8.1%	?	-0.1	-2.5%	-15.6%	0.7%	-3.7%	0.2%
O=C(COC(=O)CNS(=O)(=O)c1c(F)cccc1F)NC(=O)NC1CCCCC1	11.0%	0.8%	-12.1%	0.2	6.3%	.	1.8%	.	.
COc1ccccc1NC(=O)CN1CCN(c2ccccn2)CC1	8.2%	-4.6%	-2.5%	0.0	-4.2%	-2.4%	-4.3%	-4.1%	1.1%
O=C(Nc1ccc(-n2cccn2)cc1)C1CCN(Cc2ccsc2)CC1	7.1%	-1.8%	0.0%	0.4	-12.5%	-16.3%	-18.2%	1.3%	15.4%
COc1ccc(/C=N/N2C(=O)CSC2=S)cc1Br	?	108.2%[activator]	?	12.5	-4.8%	.	-15.8%	.	.
FC(F)(F)c1nc(NCc2ccccc2)c2nnn(Cc3ccccc3)c2n1	9.3%	9.8%	40.6%[activator]	2.6	38.8%	-3.0%	4.3%	-0.1%	-0.6%
O=C(NCc1ccccc1F)c1cccc(NC(=O)N2CCSc3ncccc32)c1	23.8%	3.5%	?	0.4	.	-12.3%	-0.2%	-0.1%	-0.4%
CCCSc1nnc(-c2c[nH]c3ccccc23)n1CC	17.6%	2.9%	14.1%	-0.7	-2.5%	?	-15.3%	0.3%	4.5%
O=C(NCCCN1CCOCC1)c1ccc(Sc2ccccc2Cl)c([N+](=O)[O-])c1	24.8%	.	?	-0.3	-2.0%	0.1%	-16.1%	-8.9%	7.7%
Cc1ccc(S(=O)(=O)CCC(=O)OCC(=O)N(C)c2ccccc2)cc1	41.6%[activator]	3.2%	2.9%	.	.	.	0.9%	.	.
COc1ccc(/C=C(\C#N)C(=O)NCc2cccs2)cc1OC	25.1%	1.3%	-13.4%	-1.1	2.9%	-3.2%	-2.9%	-0.2%	0.2%
CCc1nnc(NC(=O)CN2C(=O)/C(=C/c3ccc(OC)c(OC)c3)SC2=S)s1	.	.	.	0.7	-0.1%	-1.8%	.	-2.5%	-1.0%
COC(=O)c1c(SCC(=O)Nc2cc(OC)cc(OC)c2)[nH]c2ccc(C)cc2c1=O	-21.5%	8.5%	-5.8%	-0.4	.	4.0%	-5.6%	0.3%	-17.8%
CC(=O)Nc1ccc(S(=O)(=O)NCC(=O)OCC(=O)c2ccc[nH]2)cc1	10.7%	-4.3%[15.4 µM]	-1.8%	.	17.4%	.	5.4%	.	.
COc1ccccc1C(c1nnnn1CC1CCCO1)N1CCC(C(N)=O)CC1 (stereo not drawn)	-6.1%	0.4%	?	0.2	-3.4%	-0.7%	6.3%	4.7%	-9.6%
Cn1nc(-c2ccc(Cl)cc2)c2cc(C(=O)N3CCN(c4ccccc4)CC3)sc21	11.3%	-1.8%	?	0.9	-4.1%	-18.6%	-15.3%	-1.5%	22.2%
COc1ccc(-c2csc3nc(-c4ccccc4)oc(=O)c23)cc1OC	5.5%&-21.1%	7.2%&-26.7%	?	1.2&-0.3	3.7%	-11.2%&-5.5%	-6.5%&-5.5%	3.2%&-11.2%	?
Cc1ccc(NS(=O)(=O)c2ccc(CCC(=O)NCc3ccccn3)cc2)cc1	9.9%	5.6%	29.5%	0.4	13.6%	-7.9%	-6.7%	0.2%	-2.0%

Screening data deposited in PubChem BioAssay by National Center for Advancing Translational Sciences (NCATS).

Some of the compounds tested; count on the stated rates, not on these rows.
